Compound activity (PubChem BioAssay)
KCNQ2 block: KCNQ2 potassium channel inhibitors, primary screen, cell-based, CHO-K1, FluxOR thallium flux, B-score (AID 2156); B-score at 10 µM; actives 1.1% (n = 310,000); O88943; 20 min; stronger effect = lower value;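 active = fluorescence ratio B-score at most minus 3 library SDs, with starting brightness B-score within 2 library SDs, cut at about -5.5 in these data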
Target sequence (O88943 whole entry, looked up): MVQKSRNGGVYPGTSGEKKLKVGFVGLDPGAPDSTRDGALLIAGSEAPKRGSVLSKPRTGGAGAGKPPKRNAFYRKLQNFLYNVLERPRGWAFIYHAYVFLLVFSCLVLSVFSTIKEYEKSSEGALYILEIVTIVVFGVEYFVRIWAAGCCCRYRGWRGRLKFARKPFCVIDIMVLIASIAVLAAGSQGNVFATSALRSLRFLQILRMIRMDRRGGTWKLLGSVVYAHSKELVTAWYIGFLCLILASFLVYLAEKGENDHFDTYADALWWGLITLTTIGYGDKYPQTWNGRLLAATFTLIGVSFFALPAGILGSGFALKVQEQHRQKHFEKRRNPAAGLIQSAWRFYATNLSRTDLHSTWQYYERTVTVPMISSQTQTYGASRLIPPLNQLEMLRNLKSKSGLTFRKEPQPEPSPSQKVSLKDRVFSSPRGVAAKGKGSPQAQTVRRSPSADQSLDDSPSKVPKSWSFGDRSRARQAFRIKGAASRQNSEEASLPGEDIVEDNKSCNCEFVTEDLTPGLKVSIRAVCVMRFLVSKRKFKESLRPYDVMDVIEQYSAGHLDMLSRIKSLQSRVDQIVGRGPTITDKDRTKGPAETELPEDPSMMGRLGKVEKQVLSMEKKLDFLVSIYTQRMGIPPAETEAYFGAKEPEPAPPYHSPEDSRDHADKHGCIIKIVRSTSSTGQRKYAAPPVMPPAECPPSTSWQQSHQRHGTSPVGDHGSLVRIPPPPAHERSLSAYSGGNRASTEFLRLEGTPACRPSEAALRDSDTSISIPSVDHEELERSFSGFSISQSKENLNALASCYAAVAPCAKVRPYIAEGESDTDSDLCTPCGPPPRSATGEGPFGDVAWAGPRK
OX1R FRET antag: antagonists of human orexin 1 receptor (OX1R). OX1R-expressing cells, FRET antagonist read-out. inhibition, % at 6.6 µM. actives 1.8% (n = 330,000); in the data active = inhibition mostly above about 38%, no sharp cut-off; inactive = mostly below about 40%;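 also: 0% = agonist challenge alone and 100% = reference antagonist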
STK33 kinase inh: inhibitors of human STK33 kinase; purified STK33, MBP phosphorylation, ADP-Glo luminescence; inhibition, % at 10 µM; actives 0.073% (n = 320,000); AID 2661;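 active = inhibition at or above 25%, using the most active replicate where run in duplicate; inactive = inhibition below 25%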
Starred values were filed as active, the others as inactive; i = inactive; x = no result given.

SMILES	KCNQ2 block	OX1R FRET antag	STK33 kinase inh
CC(C)N1CCN(Cc2ccccc2-c2ccco2)CC1CCO (stereo not given)	i	0.5	-2.1
COCCC(=O)N1CCC(Oc2ccc(C(=O)N3CCCC(OC)C3)cc2)CC1 (stereo not given)	i	11.6	x
Cc1noc(C)c1CSCC(=O)OCc1nc2ccccc2c(=O)n1CC#N	i	12.2	-0.8
CC(NC(=O)C1CCCN1S(=O)(=O)c1ccc2c(c1)n(C)c(=O)c(=O)n2C)c1ccccc1 (stereo not given)	i	1.6	-0.4
CCOc1ccc(NC2=NCC(=O)N2Cc2cccs2)cc1	i	2.0	-1.0
CCC(C)[C@H](NC(=O)OC(C)(C)C)c1nnc(SCc2c(C)[nH]c(=O)[nH]c2=O)o1 (stereo not given in full)	i	20.8	-0.4
O=C(CCCCCn1c(=S)[nH]c2cc3c(cc2c1=O)OCO3)N1CCN(c2ccccc2)CC1	i	23.0	-1.0
O=C(O)CSc1c2ccccc2cc2ccccc12	i	53.8*	1.4
O=c1cc(C(F)(F)F)[nH]c2ccc(OC(F)(F)F)cc12	i	34.7	-0.5
O=C(O)c1ccc(NCc2ccc(Br)cc2)cc1	i	2.8	-0.9
Clc1ccc(SCc2cc(-c3ccccc3)on2)cc1	i	46.0	-1.9
CC(=O)c1c(C(C)=O)c(C)n(C(c2ccccc2)c2ccccc2)c1C	i	8.6	0.2
Cc1ccccc1NC(=O)OCc1cccnc1Sc1ccc(Cl)cc1	i	31.1	0.1
Cc1cccc(C(=O)NCCCN2CCCC2=O)c1	i	1.3	-0.4
CSc1nnc(-c2cc[n+](C)cc2)n1CCO	i	8.3	-0.5
COc1ccc(C2=NS(=O)(=O)N(C)C(C(=O)NC(C)c3ccccc3)=C2)cc1OC (stereo not given)	i	20.1	1.6
CCN(CC)S(=O)(=O)c1cc(NC(=O)CCNC(=O)c2ccccc2Cl)ccc1C	i	21.5	-1.5
Cc1nn(S(=O)(=O)c2ccc(F)cc2)c(C)c1S(=O)(=O)N1CCCCC1	i	9.7	2.2
O=C(Cn1c(C(F)(F)F)nc2ccccc21)NCCCN1CCOCC1	i	1.3	-0.6
COc1cccc2c(=O)c3cccc(N)c3[nH]c12	i	48.2	0.3

Random excerpt: 6 compounds from above
SMILES	KCNQ2 block	OX1R FRET antag	STK33 kinase inh
Cc1cccc(C(=O)NCCCN2CCCC2=O)c1	i	1.3	-0.4
CC(=O)c1c(C(C)=O)c(C)n(C(c2ccccc2)c2ccccc2)c1C	i	8.6	0.2
CCN(CC)S(=O)(=O)c1cc(NC(=O)CCNC(=O)c2ccccc2Cl)ccc1C	i	21.5	-1.5
Clc1ccc(SCc2cc(-c3ccccc3)on2)cc1	i	46.0	-1.9
Cc1noc(C)c1CSCC(=O)OCc1nc2ccccc2c(=O)n1CC#N	i	12.2	-0.8
COCCC(=O)N1CCC(Oc2ccc(C(=O)N3CCCC(OC)C3)cc2)CC1 (stereo not given)	i	11.6	x

Following part:
SMILES	KCNQ2 block	OX1R FRET antag	STK33 kinase inh
O=C(Nc1ccccc1N1CCOCC1)C1CCN(S(=O)(=O)c2ccccc2F)CC1	i	9.6	0.0
CCOC(=O)C(C)Oc1cccc2c(=O)n(CC(=O)NCCc3ccc(OC)c(OC)c3)ccc12 (stereo not given)	i	37.0*	0.0
c1ccc(CN2CCN(CCOCCOc3ccc4c(c3)CCC4)CC2)cc1	i	13.6	-1.2
CCN1CCN(CC(=O)N2N=C(c3ccc(OC)cc3)CC2c2ccc(OC)cc2)C(=O)C1=O (stereo not given)	i	11.4	-0.8
COc1ccc(C2CC(=O)C(CS(=O)(=O)c3ccccc3)C(=O)C2)cc1 (stereo not given)	i	27.2	-2.3
COc1cc(CCC(=O)OCC(=O)NC2CCCC(C)C2C)cc(OC)c1OC (stereo not given)	i	8.2	-0.3
CCOC(=O)c1c(C)[nH]c(C(=O)OCC(=O)c2c(N)n(C)c(=O)n(C)c2=O)c1C	i	7.0	-1.8
COCCN(C(=S)Nc1ccccc1C)C(C)c1ccco1 (stereo not given)	i	22.1	-1.4
CN(Cc1c(F)cccc1Cl)C(=O)CNC(=O)c1ccc2c(c1)OCO2	i	11.9	-1.6
CC(c1ccccc1)C1NC(C(=O)O)CS1 (stereo not given)	i	6.8	-0.2
Brc1ccc(OCCCCCN2CCOCC2)cc1	i	7.5	-1.2
CCOc1ccc(CCNC(=O)COC(=O)c2cccnc2SC)cc1OCC	i	25.2	-1.6
CC1CCN(Cc2nnnn2CCCC(=O)NCCN2CCOCC2)CC1	i	13.5	-1.3
COc1ccc(COn2nnc3ccc(S(=O)(=O)N4CCOCC4)cc32)cc1F	i	20.8	-0.1
O=C(COC(=O)c1ccc(Cl)nc1)Nc1cc(S(=O)(=O)N2CCOCC2)ccc1Cl	x	6.8	-0.1
CC(C)[C@@H](C(=O)NCC1CCCO1)N1C(=O)N2CCc3c([nH]c4ccccc34)[C@@]2(C)C1=O (stereo not given in full)	i	8.3	-1.0
CCN(CC(=O)N1CCN(Cc2ccccc2)CC1)S(=O)(=O)c1ccc(C)cc1	i	26.1	-0.6
Cc1ccc(C)c(NC(=O)c2ccc[n+](Cc3ccc([N+](=O)[O-])cc3)c2)c1	i	67.8	-2.2
O=C(NCCCO)C(=O)Nc1ccc2c(c1)N(S(=O)(=O)c1cccs1)CCC2	i	14.7	0.4
N/C(Cc1ccc(Cl)cc1Cl)=N\OC(=O)Cc1cccs1	i	19.1	x
CCOc1cc(C(=O)N2CCCC2)cc(OCC)c1OCC	i	2.3	0.0
CCCCCCCCCC[n+]1cccc(C(=O)N(CC)CC)c1	i	8.1	5.9
CC(C)c1nc(Cl)c(C#N)c2c1CSC(C)(C)C2	i	18.0	-0.6
O=C(Nc1ccc(N2CCCC2)c(S(=O)(=O)Nc2cccc(C(F)(F)F)c2)c1)c1cccs1	i	17.1	-0.7
CC(NCc1ccc2c(c1)OCO2)C(=O)N1CCc2ccccc21 (stereo not given)	i	11.3	-0.8
CCc1cc2c3c([nH]c2cc1S(=O)(=O)N1CCC2(CC1)OCCO2)CCCC3=O	i	11.0	0.5
Cc1ccc(N2C(=O)[C@@H]3C(C(=O)CN4C(=O)c5ccccc5C4=O)=NN[C@@H]3C2=O)c(C)c1	i	12.3	0.5
O=C(CSCc1ccccc1Br)NC1CC1	i	6.3	-0.6
O=C1CC(N2CCCCCC2)C(=O)N1c1ccc2c(c1)OCO2 (stereo not given)	i	6.3	-1.8
Cn1c(Cc2nc3ccccc3n2C)nc2ccccc21	i	8.6	0.1
COc1ccc(C(=O)Nc2ccc(Cl)cc2C(=O)N2CCOCC2)cc1	i	20.6	0.2
CC(OC(=O)CNC(=O)COc1ccccc1)C(=O)N(C)Cc1ccccc1 (stereo not given)	i	8.3	-1.4
N#CCc1c(C#N)c(N)nc(N2CCOCC2)c1C#N	i	8.2	-0.2
COc1ccc(CN2CCOCCOCCOCC2)cc1	i	6.0	-0.9
CC(C)N(C(=O)Cn1c(SCC(=O)NC2CC2)nc2ccccc21)C(C)C	i	15.1	1.6
COC(=O)NNC(=S)NCc1ccc(C)cc1	i	6.8	-1.9
CCOCC(=O)Nc1nnc(SCCOC)s1	i	7.5	0.3
CC1CCCCC1NC(=O)CC1Oc2ccccc2NC1=O (stereo not given)	i	8.0	-0.8
CCc1ccc2oc(-c3cc(N)ccc3Cl)nc2c1	i	45.8	-2.6
COc1ccc(C(=O)O/N=C(/c2ccccc2)c2ccncc2)cc1	i	7.3	-2.5
Cc1nnsc1C(=O)NNC(=O)c1ccc(C(F)(F)F)cc1	i	0.5	-0.3
CCC1C(=O)C(C)(C)C(=O)OC1c1ccc([N+](=O)[O-])cc1 (stereo not given)	i	0.0	-1.6
O=C1CCN(Cc2ccccc2)CCN1[C@H](CO)c1ccccc1	i	15.5	0.2
CCc1nc2oc3ccccc3c(=O)c2c(=O)n1Cc1ccccc1	i	18.5	1.4
CC(=O)Nc1cccc(/C(C)=N/N2C(C)CCCC2C)c1 (stereo not given)	i	-1.9	-0.3
CCOC(=O)CNC(=O)N1CCCC(C(=O)c2cc(C)c(OC)c(C)c2)C1 (stereo not given)	i	19.0	0.3
O=C1C(=O)N(CCN2CCOCC2)C(c2ccc(Cl)cc2)/C1=C(/O)c1ccc(S(=O)(=O)N2CCOCC2)cc1 (stereo not given)	i	21.3	0.8
CC(C)(C)NC(=O)CN(C(=O)CCN1CCCc2ccccc21)C(C)(C)C	i	16.5	-0.7
CC(C)OP(=O)(c1ccccc1)c1ccccc1	i	8.2	-2.7
Cc1ccccc1NC(=O)C1CCN(S(=O)(=O)c2ccc3c(c2)NC(=O)C(C)S3)CC1 (stereo not given)	i	17.1	-0.7
CCCN(c1ccccc1C(=O)O)S(=O)(=O)c1ccc2c(c1)n(C)c(=O)n2C	i	-0.3	-0.8
Cc1ccc(CNC(=O)COC(=O)COc2ccc(C#N)cc2)cc1	x	5.3	-1.6
CC1CCCCC1NC(=S)NC(=O)c1ccccc1Br (stereo not given)	i	31.5	-1.4
Fc1cnc(N2CCc3ccccc32)nc1N1CCc2ccccc21	i	0.5	-0.8
CCOc1ccc(C(=O)Nc2ccc(S(=O)(=O)N3C[C@@H]4C[C@@H](C3)c3cccc(=O)n3C4)cc2)cc1	x	6.2	-0.1
Cc1ccccc1C(=O)NCCCNC(=O)c1ccccn1	i	20.5	-1.1
CC(C)CCSc1nc2c(c(=O)[nH]c(=O)n2C)n1CCc1ccccc1	i	26.5	1.2
CC(C)OCCCNC(=O)CN1C(=O)COc2ccc(S(=O)(=O)N3CCCCCC3)cc21	i	7.0	x
C/C(=N\N1CCN(C2c3ccccc3-c3ccccc32)CC1)c1ccco1	i	17.2	-0.2
CCOC(=O)N1CCN(C(=O)c2c[nH]c3ccc(S(=O)(=O)N(C)c4cccc(C)c4)cc3c2=O)CC1	i	5.3	0.1

(continued)
SMILES	KCNQ2 block	OX1R FRET antag	STK33 kinase inh
CCOC(=O)c1sc(=S)n(-c2cccc(C(F)(F)F)c2)c1SC	i	15.0	0.7
CCOC(=O)c1sc(N(Cc2ccccc2)C(=O)COC(=O)c2ccccc2O)nc1C	i	17.7	-1.6
Oc1c(Cl)cc(Cl)cc1CNc1ccc(Br)cn1	i	53.4	-1.2
COC(=O)c1sc(NC(=O)c2ccc([N+](=O)[O-])o2)c(C#N)c1C	i	91.5*	2.2
CCOc1cccc(NC(=O)c2cccc(F)c2)c1	i	2.3	-0.9
Cc1cc2occ(CC(=O)N(CC(C)C)c3c(N)n(Cc4ccccc4)c(=O)[nH]c3=O)c2cc1C	i	31.6	-0.2
CCc1nnc(NS(=O)(=O)c2ccc(NCc3cc(Cl)cc(Cl)c3O)cc2)s1	i	38.2	0.4
COC(=O)c1cccc(Cn2nc(C)c([N+](=O)[O-])c2C)c1	i	7.1	x
CC(C)C(=O)NC(=S)Nc1ccc(S(=O)(=O)NC2CCCCC2)cc1	i	41.0	1.8
OCCN1CCN(C2Cc3cc(Cl)ccc3Sc3ccc(Cl)cc32)CC1 (stereo not given) (tested in a mixture with another compound)	i	-2.0	0.3
O=C(CSc1nc(-c2ccccc2)c(-c2ccccc2)o1)NCCCO	i	18.1	-1.2
CCCN1CNC(=S)N(c2cc(C)ccc2C)C1	i	22.0	-1.2
Cc1cccc(N(C)S(=O)(=O)c2ccc3[nH]c(=O)c(=O)[nH]c3c2)c1	i	8.2	-1.6
COc1cccc(Oc2coc3cc(OC(=O)N4CCOCC4)ccc3c2=O)c1	i	9.8	-1.8
COc1cc(NS(=O)(=O)c2ccc(NC(=O)C34CC5CC(CC(C5)C3)C4)cc2)ncn1	i	15.2	0.5
Cc1ccccc1-c1ccc(=O)n(CC(=O)Nc2ccc(S(=O)(=O)N(C)C)cc2)n1	i	7.3	-0.8
NC(=O)N\N=C/C=C/C=C/c1ccc(F)cc1	i	0.9	-0.2
COc1c(F)c(F)c(C(=O)Nc2ccc(-c3nc4ccccc4[nH]3)cc2)c(F)c1F	i	10.5	-1.9
COc1ccc(S(=O)(=O)NNC(=O)C23CC4CC(CC(C4)C2)C3)cc1	i	x	0.1
C=CCOc1ccc(CNC(C)(C)CO)cc1OCC	i	9.5	-1.0
CCOC(=O)N1CCN(C(=O)C2CCN(S(=O)(=O)c3ccc(Cl)cc3)CC2)CC1	i	6.6	-1.0
CC(C)N1C(=O)/C(=C/c2nc3ccccc3c(=O)n2-c2ccccc2)c2ccccc21	i	19.2	-3.4
COc1ccccc1CNC(=O)CCCNC(=O)Cn1cnc2sc(C)c(C)c2c1=O	i	0.2	-0.2
Cc1ccc(S(=O)(=O)N2CCN(C(=O)COC(=O)Cc3ccc(Cl)cc3)CC2)c(C)c1	x	5.5	0.3
C=CCc1cccc(C=Nc2ccc(Br)cc2)c1O	i	21.1	-1.6
COc1ccc(/C=N/NC(=O)c2ccc(CSc3nc(C)cc(C)n3)cc2)cc1O	i	22.4	-0.7
CCCNC(=O)CCc1c(C)nc2c(c(C)nn2-c2ccccc2)c1C	i	-9.0	1.0
Cc1ccc(-c2nn(-c3ccccc3)cc2C(=O)OCC(=O)Nc2ncc(Cl)cc2Cl)cc1	i	7.6	0.0
Cc1cc(C)n(-c2ccc(C(=O)N3CCN(c4ccccn4)CC3)cc2)n1	x	5.1	-0.1
COc1ccc(C(=O)NCC(C)(C)CNC(=O)c2ccc(OC)c(OC)c2)cc1OC	i	16.1	-4.0
CCOC(=O)C1=C(Nc2ccccc2)OCC1=O	i	-2.1	1.7

Record cards (already shown). Values in the order: KCNQ2 block, OX1R FRET antag, STK33 kinase inh
COc1ccc(/C=N/NC(=O)c2ccc(CSc3nc(C)cc(C)n3)cc2)cc1O in the list: i, 22.4, -0.7
CC(C)N1C(=O)/C(=C/c2nc3ccccc3c(=O)n2-c2ccccc2)c2ccccc21 in the list: i, 19.2, -3.4

Rows are unselected, and some 2.7% of all compounds hit somewhere here.
